Screening results (PubChem BioAssay)
procasp7 counter: counter-screen for procaspase-3 activators: activators of human procaspase-7; P55210; recombinant procaspase-7, Ac-DEVD-pNA absorbance 405 nm; D23A/D198A/D206A triple mutant, cannot self-cleave; scale: DMSO 0, 5 µM enzyme 100; activation, % at 8.5 µM; 0.093% of 330,000 active; AID 463210;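 active = percent activation above the screen-wide mean plus 3 SD, cut at about 25% in these data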
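Assay system: Uncleavable procaspase-7 mutant enzyme / Input: 2 µM procaspase-7 mutant as dispensed / Dosing: single nominal 8.5 µM compound dose, 0.8% DMSO final / Timing: 1 h enzyme–compound preincubation and 2 h substrate reaction, both 25 °C / Detection: p-Nitroaniline absorbance at 405 nm, read at 0 and 120 min / Replication: singlicate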
MEP2 TOR yeast: modulators of TOR pathway MEP2-GFP in S. cerevisiae. S. cerevisiae MEP2-GFP strain, flow cytometry GFP, 3 h; 100% = DMSO control level. GFP response vs DMSO, % at 10 µM. 0.51% of 330,000 active;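 active = GFP response versus DMSO above a set limit, roughly screen mean plus 3 SD, cut at about 180% in these data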;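 also: median GFP fluorescence of the barcode-gated MEP2-GFP cells per well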
CIT2 TOR yeast: modulators of TOR pathway CIT2-GFP in S. cerevisiae. S. cerevisiae CIT2-GFP strain, flow cytometry, 3 h; 100 means same as DMSO wells. GFP response vs DMSO, % at 10 µM. 0.065% of 320,000 active;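 active = GFP response relative to DMSO above a set limit, near the screen mean plus 3 SD, cut at about 150% in these data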;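 also: ratio of well median GFP fluorescence to mean of DMSO wells on the plate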
LAP4 TOR yeast: alters LAP4-GFP fluorescence in TOR pathway yeast screen; S. cerevisiae LAP4-GFP multiplex, flow cytometry GFP, 3 h; median GFP as percent of DMSO wells; GFP response vs DMSO, % at 10 µM; AID 2023; 0.34% of 320,000 active;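 active = GFP response vs DMSO above a set limit, about the screen mean plus 3 SD, cut at about 150% in these data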
RPL19A-GFP yeast: yeast TOR pathway RPL19A-GFP modulation. S. cerevisiae RPL19A-GFP strain, flow cytometry, 3 h; stronger effect = lower value. percent response vs DMSO, % at 10 µM. 0.3% of 330,000 active;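 active = percent response vs DMSO below 50%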;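 also: median channel GFP fluorescence of the barcoded RPL19A-GFP strain; ratio of sample median GFP to plate DMSO average so 100% = DMSO; lower means less RPL19A-GFP as with rapamycin TOR inhibition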
proCasp3 act: activators of human procaspase-3; P42574; recombinant procaspase-3 D3A, Ac-DEVD-pNA absorbance 405 nm; activation, % at 8.5 µM; 0.11% of 330,000 active; AID 463141;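 active = activation above the mean of all tested compounds plus 3 SD, cut at about 21% in these data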;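 also: 0% = DMSO alone and 100% = DMSO wells spiked with extra 5 µM PC-3 D3A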
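material = Procaspase-3 D3A mutant | probe or stimulus = Ac-DEVD-pNA | compound = single dose, 8.5 µM nominal compound, 0.8% DMSO | timing = 1 h preincubation, 2 h reaction | measured by = 405 nm absorbance of p-nitroaniline, reads at 0 and 120 min | benchmarks = DMSO-only low control, 5 µM PC-3 D3A high control | repeats = singlicate, each compound tested once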
AGP1-GFP MLPCN: modulators of TOR pathway AGP1-GFP in S. cerevisiae | S. cerevisiae AGP1-GFP multiplex flow cytometry, 3 h; GFP as percent of DMSO wells | GFP response vs DMSO, % at 10 µM | 0.02% of 320,000 active | AID 2066;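 active = GFP response relative to DMSO above a set limit, near screen average plus 3 SD, cut at about 150% in these data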;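 also: median GFP channel fluorescence of the gated AGP1 strain per well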
AHR act: human AHR activation; AHR-responsive luciferase reporter cells, luminescence; activation, % at 5 µM; 2.5% of 320,000 active; AID 2796; in the data active = activation above about 47%;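 also: 0% = vehicle wells and 100% = reference agonist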
Target sequence (P35869 whole entry, looked up): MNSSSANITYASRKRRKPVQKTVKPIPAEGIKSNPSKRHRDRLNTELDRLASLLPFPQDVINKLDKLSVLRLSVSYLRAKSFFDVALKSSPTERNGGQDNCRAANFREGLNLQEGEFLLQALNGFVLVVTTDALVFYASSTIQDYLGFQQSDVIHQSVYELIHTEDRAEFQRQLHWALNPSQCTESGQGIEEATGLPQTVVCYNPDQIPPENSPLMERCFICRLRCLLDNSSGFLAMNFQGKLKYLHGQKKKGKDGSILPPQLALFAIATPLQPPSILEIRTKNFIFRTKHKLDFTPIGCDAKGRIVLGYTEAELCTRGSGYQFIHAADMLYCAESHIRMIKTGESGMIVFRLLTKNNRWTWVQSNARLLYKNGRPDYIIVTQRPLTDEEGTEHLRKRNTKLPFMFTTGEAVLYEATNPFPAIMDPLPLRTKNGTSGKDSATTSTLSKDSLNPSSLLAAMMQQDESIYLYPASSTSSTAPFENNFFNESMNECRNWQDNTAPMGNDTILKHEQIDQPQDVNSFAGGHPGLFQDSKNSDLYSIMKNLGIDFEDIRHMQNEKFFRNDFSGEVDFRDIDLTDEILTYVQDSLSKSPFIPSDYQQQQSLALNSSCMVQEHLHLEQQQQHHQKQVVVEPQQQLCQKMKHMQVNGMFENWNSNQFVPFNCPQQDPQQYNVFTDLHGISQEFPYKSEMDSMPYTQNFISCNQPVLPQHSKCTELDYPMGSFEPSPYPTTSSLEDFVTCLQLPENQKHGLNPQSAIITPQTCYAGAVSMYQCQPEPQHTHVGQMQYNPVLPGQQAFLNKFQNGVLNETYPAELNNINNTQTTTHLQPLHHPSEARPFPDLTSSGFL
Active calls of the source: *; . = not tested or not shown.

The first 6 compounds (preview)
SMILES	procasp7 counter	MEP2 TOR yeast	CIT2 TOR yeast	LAP4 TOR yeast	RPL19A-GFP yeast	proCasp3 act	AGP1-GFP MLPCN	AHR act
O=C(CSc1nnc(NC(=O)Cc2ccccc2)s1)NCc1ccco1	-7	89	91	94	98	-2	97	5
CCOc1ccc2nc(N3C(=O)/C(=C/c4ccccc4)NC3=S)sc2c1	0	100	103	98	106	2	98	17
Cc1ccc(S(=O)(=O)Nc2nc(C)cc(NCCN)n2)cc1	-1	108	103	106	108	3	105	14
Cc1c(NC(=O)c2cccs2)cccc1[N+](=O)[O-]	-8	108	107	98	105	1	102	-5
CSc1nsc(/C=C/Nc2cccc(Cl)c2)c1C#N	-6	103	102	102	95	-14	97	15
Cc1ccc2c(c1)N(C)/C(=C/c1cccc[n+]1C)S2	0	112	96	111	97	-4	94	16

The listing (from the top)
SMILES	procasp7 counter	MEP2 TOR yeast	CIT2 TOR yeast	LAP4 TOR yeast	RPL19A-GFP yeast	proCasp3 act	AGP1-GFP MLPCN	AHR act
O=C(CSc1nnc(NC(=O)Cc2ccccc2)s1)NCc1ccco1	-7	89	91	94	98	-2	97	5
CCOc1ccc2nc(N3C(=O)/C(=C/c4ccccc4)NC3=S)sc2c1	0	100	103	98	106	2	98	17
Cc1ccc(S(=O)(=O)Nc2nc(C)cc(NCCN)n2)cc1	-1	108	103	106	108	3	105	14
Cc1c(NC(=O)c2cccs2)cccc1[N+](=O)[O-]	-8	108	107	98	105	1	102	-5
CSc1nsc(/C=C/Nc2cccc(Cl)c2)c1C#N	-6	103	102	102	95	-14	97	15
Cc1ccc2c(c1)N(C)/C(=C/c1cccc[n+]1C)S2	0	112	96	111	97	-4	94	16
COc1ccc(-c2sc3ccc(N4CCOCC4)cc3c2-c2ccc(O)cc2)cc1	9	93	100	98	97	1	97	17
COc1ccc(C2C(C#N)=C(SC)NC3=C2C(=O)CC(C)(C)C3)cc1 (configuration not stated)	4	102	109	100	105	0	110	5
CCOC(=O)C1(Cc2ccc(OC)cc2)CCN(C(=O)C2CCCO2)CC1 (configuration not stated)	-2	107	101	95	104	3	101	1
O=C(N/N=C/c1cc([N+](=O)[O-])ccc1O)C12CC3CC(CC(C3)C1)C2	-2	121	95	108	97	3	94	2
Cc1ccc(NC(=O)CC(C)CC(=O)NCc2ccccc2)cc1Cl (configuration not stated)	15	109	121	95	107	1	117	1
COCCNC(=O)C(c1ccco1)N(C(=O)Cn1nnc2ccccc21)c1cccc(C)c1C (configuration not stated)	-3	103	102	99	97	3	99	3

Arranged by the number under MEP2 TOR yeast (low to high): 5 of the compounds above.
compound,MEP2 TOR yeast
COc1ccc(C2C(C#N)=C(SC)NC3=C2C(=O)CC(C)(C)C3)cc1 (configuration not stated),102
CSc1nsc(/C=C/Nc2cccc(Cl)c2)c1C#N,103
CCOC(=O)C1(Cc2ccc(OC)cc2)CCN(C(=O)C2CCCO2)CC1 (configuration not stated),107
Cc1c(NC(=O)c2cccs2)cccc1[N+](=O)[O-],108
Cc1ccc2c(c1)N(C)/C(=C/c1cccc[n+]1C)S2,112

Additional records follow:
SMILES	procasp7 counter	MEP2 TOR yeast	CIT2 TOR yeast	LAP4 TOR yeast	RPL19A-GFP yeast	proCasp3 act	AGP1-GFP MLPCN	AHR act
N#Cc1c(NC(=O)COC(=O)c2ccc(S(=O)(=O)N3CCCC3)cc2)sc2c1CCCCC2	2	105	98	97	105	3	100	2
C=CCNCc1cccn1-c1sc2c(c1C#N)CCCC2	11	104	103	97	100	-2	104	14
COc1cc(/C=N/S(=O)(=O)CCc2ccccc2)cc(OC)c1O	5	103	105	94	104	2	109	-2
O=C(N/N=C/c1ccccc1O)C(=O)N1CCCCCC1	-12	99	100	99	99	-4	101	9
O=C(CSc1nc2c(cnn2-c2ccc(F)cc2)c(=O)[nH]1)N1CCCCC1	-3	103	90	106	97	4	94	7
CC(C)c1ccc(/C=C/C(=O)NCCC2=CCCCC2)cc1	3	105	95	120	94	4	110	3
O=C(O)/C=C/c1cnc2ccccc2c1	7	104	.	90	87	-3	95	1
CCOC(=O)c1c(C)[nH]c(C)c1C(=O)COc1ncnc2ccccc12	7	101	100	100	99	3	98	5
Cc1onc(-c2c(Cl)cccc2Cl)c1/C(N)=N/OC(=O)C1CC1	2	105	88	96	104	0	84	1
O=C(O)Cc1cccc2ccccc12	-3	104	98	109	107	7	109	0
COc1ccc(-c2nnc(SCc3nc4ccccc4c(=O)[nH]3)o2)cc1	-1	104	99	101	99	8	96	4
CN(C)S(=O)(=O)N(CC(=O)N1CCN(c2ccccc2F)CC1)c1ccccc1	14	101	88	87	89	2	91	1

Fetched by compound from the list above (4):
SMILES	procasp7 counter	MEP2 TOR yeast	CIT2 TOR yeast	LAP4 TOR yeast	RPL19A-GFP yeast	proCasp3 act	AGP1-GFP MLPCN	AHR act
Cc1onc(-c2c(Cl)cccc2Cl)c1/C(N)=N/OC(=O)C1CC1	2	105	88	96	104	0	84	1
CCOC(=O)c1c(C)[nH]c(C)c1C(=O)COc1ncnc2ccccc12	7	101	100	100	99	3	98	5
CN(C)S(=O)(=O)N(CC(=O)N1CCN(c2ccccc2F)CC1)c1ccccc1	14	101	88	87	89	2	91	1
O=C(O)Cc1cccc2ccccc12	-3	104	98	109	107	7	109	0

Other results
SMILES	procasp7 counter	MEP2 TOR yeast	CIT2 TOR yeast	LAP4 TOR yeast	RPL19A-GFP yeast	proCasp3 act	AGP1-GFP MLPCN	AHR act
COc1ccc(/C=N/NC(=O)c2cc(C)oc2C)cc1OCc1ccccc1	8	108	104	101	102	0	105	10
C/C(Nc1ccc(Cl)cc1)=C(/C#N)C(N)=O	7	98	98	97	95	-1	104	-2
Cc1ccc(C(C(=O)NC2CCCCC2)N(C(=O)c2csnn2)C2CC2)o1 (configuration not stated)	-11	108	94	95	97	5	98	0
Cc1cc(C(=O)O)n(C(C)(C)C)n1	4	94	92	101	93	6	100	2
COc1ccc(-c2noc(CCC(=O)N(C)c3cccc(C)c3)n2)cc1	10	96	93	98	98	5	100	0
Cc1ccc2c(CC(=O)NCC3COc4ccccc4O3)coc2c1 (configuration not stated)	-6	98	86	108	93	-4	95	8
CCCC(=O)OCC(=O)Nc1ccc(N=Nc2ccccc2)cc1	1	95	88	117	94	-3	91	13
Cc1ccc(S(=O)(=O)N2[C@@H](c3ccc(C#N)cc3)C(C(=O)O)=C[C@H]2C(C)(C)C)cc1	5	91	89	96	89	2	88	0
Cc1ccc(CNC(=O)C(OC(=O)c2ccco2)C(C)C)cc1 (configuration not stated)	-2	103	99	99	94	0	98	0
CCN(CC)S(=O)(=O)c1cccc(C(=O)N/N=C/c2c(C)nn(-c3ccccc3)c2Cl)c1	1	103	93	93	100	6	93	2
Cc1cc(NC(=O)c2cnn3c(C(F)(F)F)cc(-c4ccccc4)nc23)no1	5	102	103	105	103	-4	99	2
CCN(CC(=O)Nc1ccccc1C(F)(F)F)C(=O)CCc1nc2ccccc2c(=O)[nH]1	11	103	100	100	97	-1	97	2
CC(C)(C)NC(=O)C(c1ccco1)N(C(=O)c1csnn1)c1ccccc1 (configuration not stated)	-4	99	105	91	99	7	105	0
Cc1nc(NNC(=O)c2ccc([N+](=O)[O-])cc2)cc(-c2ccccc2)n1	0	97	108	94	106	1	102	3
CCOc1ccc(N(CC(=O)NN=C2CCN(C)CC2)S(=O)(=O)c2ccc(Br)cc2)cc1	.	109	111	81	132	.	106	.
CCOC(=O)c1[nH]c(C)c(C(=O)NCc2ccccn2)c1C	7	103	94	105	95	-2	98	2
COc1ccc(OCC(=O)Nc2cc(NC(=O)COc3ccc(OC)cc3)cc(C(=O)O)c2)cc1	5	96	86	79	93	11	86	1
COc1ccc(NC(=O)CN(C)C(=O)c2ccc(N3CCCC3)c([N+](=O)[O-])c2)cc1	6	104	101	126	104	-1	124	-1
O=C(CCC(=O)N1CCOCC1)c1ccc(F)cc1	13	101	104	100	104	-2	99	2
COc1ccc(-n2c(SCC(=O)N/N=C/c3ccccc3OCC(=O)O)nc3ccccc3c2=O)cc1	-2	104	108	96	105	3	98	4
CCN(Cc1ccncc1)Cc1ccc(Br)cc1	-1	107	109	94	103	-7	106	6
COC(=O)c1ccc(Cn2c(C)cc(C)[n+]2C)o1	3	102	91	97	102	-11	102	5
O=C(Cc1ccccc1F)Nc1cccc2cccnc12	1	99	92	96	102	11	97	3
CCc1ccc(CN(C)C(=O)c2cc(COc3cccc4cnccc34)on2)cc1	6	100	103	89	107	-2	97	-1
O=C(Nc1ccccc1N1CCCCC1)c1ccc(F)cc1	-1	102	99	96	99	3	98	1
O=C1CCCC(O)=C1C=Nc1cccc(C(F)(F)F)c1	-8	99	93	105	101	-4	98	1
CCC(=O)Nc1ccc2c(c1)nc(CCN1CCN(c3ccccc3)CC1)n2C	5	91	95	94	94	7	98	-2
COc1cc(NC(=O)COC(=O)CNC(=O)C2CCCCC2)cc(OC)c1	6	99	103	99	100	-6	101	5
Cc1ccc(CCNC(=O)c2ccc3nc4ccccc4c(=O)n3c2)cc1	-3	112	95	99	101	-2	88	1
CCCCNCCCOc1cccc(Cl)c1	10	104	110	108	101	3	108	-1
COc1ccc(OC)c(NC(=O)c2oc3ccccc3c2NC(=O)C2CC2)c1	2	100	102	112	99	8	110	11
CCN1CCCC1CN(Cc1cc2ccc(C)cc2[nH]c1=O)C(=S)Nc1ccccc1OC (configuration not stated)	6	101	94	95	99	-5	98	0
COc1cc(C2/C(=C(/O)c3ccc(F)cc3)C(=O)C(=O)N2CCCC(=O)O)ccc1O (configuration not stated)	-8	100	100	95	100	8	102	2
CCOC(=O)C(Cc1c(F)cccc1Cl)c1ccno1 (configuration not stated)	5	93	87	114	96	4	94	2
CCCC(C(=O)NC1CCCC1)N(Cc1ccc(OC)cc1)C(=O)c1snc(C(N)=O)c1N (configuration not stated)	5	104	112	90	102	5	100	0
Cc1nnc(SCC(=O)NC(C)c2ccccc2)[nH]c1=O (configuration not stated)	8	103	99	101	101	-2	109	-1
O=C(Nc1ccccc1Cl)c1cccc(NC(=O)c2cccs2)c1	.	104	92	73	108	.	87	.
O=C(OCCN1C(=O)c2ccccc2C1=O)c1cccc(OC(F)F)c1	-6	111	118	109	106	-6	105	5
CCCCNC(=O)c1nn2c(C(F)(F)F)cc(-c3ccccc3)nc2c1Br	.	99	95	89	94	.	90	.
